# Bioassay records deposited in PubChem BioAssay by several laboratories.
# K1F lysis inhibition – protection from phage-mediated lysis, alamar blue read-out – E. coli UTI89, K1F phage, bacterial capsule biogenesis inhibitors (AID 488966). inhibition, % at 100 µM, or IC50 in µM where a hit was titrated. E. coli UTI89 K1F phage lysis, alamar blue, 2 h; higher % means a stronger effect. hit rate 0.02% among 340,000;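 active = phage lysis inhibition, versus mean bacterial control, above a set limit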;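 also: capsule biogenesis inhibitors block K1F phage lysis so surviving cells raise fluorescence; higher fluorescence means more inhibition of phage lysis; actives were called in the ten point dose series up to 300 µM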
# HIV peptide binding – cell-free HIV fusion peptide-binding blockers – biochemical, uHTS, fluorescence dequenching, primary screen (AID 1986); cell-free peptide binding, fluorescence dequenching, 30 min; higher % means a stronger effect; inhibition, % at 20 µM, or IC50 in µM where a hit was titrated; hit rate 0.3% among 290,000; in the data active = inhibition mostly above about 52%, no sharp cut-off; inactive = mostly below about 76%; also: some results filed as inactive read as strong as hits
# GPR55 antagonists – GPR55 antagonists blocking LPI-driven arrestin recruitment, primary screen, imaging, U2OS, beta-arrestin-GFP, LPI agonist (AID 2013). one-dose inhibition, % at 10 µM; IC50 in µM for titrated hits. hit rate 0.13% among 290,000. U2OS GPR55 beta-arrestin-GFP translocation imaging, LPI antagonism; higher % means a stronger effect;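 active = spots per cell inhibited over 60%, with over 100 cells counted and total cytoplasm intensity under 500,000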;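 also: U2OS cells stably carrying GPR55 and arrestin-GFP stimulated by 5 µM LPI near EC80; imaged beta-arrestin-GFP aggregate spots per cell after agonist stimulation; plate controls were LPI-stimulated DMSO wells for no effect and DMSO wells without LPI for full effect; some results filed as inactive read as strong as hits; confirmed hits need IC50 under 10 µM and bright autofluorescent wells are also inconclusive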
# Rac1 GTP hydrolysis – MgcRacGAP GTPase-activating activity inhibitors, confirmation, biochemical, ADP Hunter fluorescence; hit rate 0.6% among 340,000; inhibition, % at 30 µM; hits with a dose series show IC50 in µM; MgcRacGAP-stimulated Rac1 GTP hydrolysis, ADP Hunter fluorescence; higher % means a stronger effect; GST-tagged Rac1 F28L mutant substrate;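 active = first-screen hits whose inhibition reached a set limit at any dose in the follow-up dose series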;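 also: fluorescence reports GDP produced by GAP-driven GTP hydrolysis; strong numbers were not always called active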
# Salmonella PhoP GFP – inhibitors of PhoP regulon expression, primary screen, Salmonella Typhimurium, GFP reporter (AID 1863). one-dose inhibition, % at 50 µM; IC50 in µM for titrated hits. S. Typhimurium PhoP-regulated promoter GFP reporter, 4 h; higher % means a stronger effect. hit rate 0.16% among 300,000;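 active = inhibition over 29.93%, a cutoff 3 SD above the screen mean, later confirmed by dose response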;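 also: 0% = low Mg2+ inducing control and 100% = high Mg2+ repressing control; strong numbers were not always called active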
# GPR35 arrestin U2OS – GPR35 antagonists blocking zaprinast-driven arrestin recruitment, primary screen, imaging, U2OS, beta-arrestin-GFP, zaprinast agonist (AID 2058); U2OS GPR35 beta-arrestin-GFP translocation imaging, zaprinast antagonism; higher % means a stronger effect; inhibition, % at 10 µM, or IC50 in µM where a hit was titrated; hit rate 0.052% among 290,000;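 active = inhibition of at least 50% with at least 30 cells and total cytoplasm GFP at most 10,000,000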
# Dengue-2 NS5 capping – flavivirus cap methylation enzyme inhibition – biochemical, confirmation dose response, primary screen (AID 588689); Dengue-2 NS5 methyltransferase capping enzyme assay, biochemical; higher % means a stronger effect; inhibition, % at 25 µM; hits with a dose series show IC50 in µM; hit rate 0.3% among 340,000; in the data active = a potency from the dose series
# RSV CPE inhibition – inhibition of RSV-induced cytopathic effect – HEp-2 cells, primary 10 µM value included (AID 2391). hit rate 0.13% among 310,000. HEp-2 cells, RSV-induced CPE inhibition; higher % means a stronger effect. CPE inhibition, % at 10 µM, or IC50 in µM where a hit was titrated; in the data active = a potency from the dose series; also: strong numbers were not always called active
# SV40 large T antigen – SV40 large T antigen inhibitors, biochemical (AID 1903). SV40 large T antigen ATPase/helicase inhibition assay; higher % means a stronger effect. one-dose inhibition, % at 20 µM; IC50 in µM for titrated hits. hit rate 0.39% among 310,000; in the data active = a potency from the dose series; also: strong numbers were not always called active
# Dengue-2 NS5 capping pilot replicate – further read-out of Dengue-2 NS5 capping, marked with its call; inhibition, %; measured here: pilot screen replicate inhibition
# Active calls of the source: *; / = no result given; [ ] = dose if it differs, or a comment.
SMILES,K1F lysis inhibition,HIV peptide binding,GPR55 antagonists,Rac1 GTP hydrolysis,Salmonella PhoP GFP,GPR35 arrestin U2OS,Dengue-2 NS5 capping,RSV CPE inhibition,SV40 large T antigen,others
COc1ccc(C2C(=O)N(C3CCCCC3)CC(=O)N2CCc2ccccc2)cc1OC (configuration not stated),1.5%,3.3%,37%,9%,7%,1%,-6%,-0.8%,4%,
CN1CCN(c2nc(-c3cccs3)cs2)CC1,0.3%,-1.0%,-10%,-11%,-2%,-12%,-1%,-1.6%,14%,
COc1ccc(S(=O)(=O)NCC(c2cccnc2)N2CCN(c3ccccc3)CC2)cc1C (configuration not stated),-0.6%,-2.0%,-2%,-4%,-7%,10%,-5%,2.6%,14%,
Cc1ccc(NC(=O)NC(=O)CN2CCC(C(N)=O)CC2)c(C)c1,1.1%[50 µM],/,/,-3%,/,/,-11%,1.6%,/,
O=C(O)CCC(=O)N1N=C(c2ccc(Br)cc2)CC1c1cccs1 (configuration not stated),-0.7%,0.2%,-2%,6%,-6%,-14%,0%,0.0%,5%,
COC(=O)[C@H]1C[C@@H]1[C@H](NC(=O)c1cccnc1)c1ccccc1,0.6%,/,/,8%,3%,/,-2%,1.1%,10%,
O=C(NCc1ccc(F)cc1)C(=O)NCC1OCCN1C(=O)c1ccc(Cl)cc1 (configuration not stated),0.5%,1.2%,5%,1%,5%,-11%,-4%,2.6%,-1%,
Cc1ccc(C)c(N2CCN(C(=O)c3cc(S(=O)(=O)N4CCOCC4)cn3C)CC2)c1,3.3%,-1.0%,-9%,-2%,/,1%,2%,2.3%,22%,
CCOc1ccc(S(=O)(=O)NCCC(=O)NCC(c2ccc(OC)cc2)N2CCCC2)cc1 (configuration not stated),0.2%[50 µM],/,/,-2%,/,/,0%,0.0%,/,
O=C(c1cc(COc2ccc(F)c(F)c2)on1)N1CCSCC1,0.2%,-1.6%,14%,7%,-1%,-3%,1%,3.5%,24%,
CC1=C(C(=O)NCc2ccccc2)C(c2cccs2)NC(=S)N1 (configuration not stated),2.6%,0.2%,-4%,4%,-4%,2%,-6%,-0.6%,11%,
C=CCn1c(SCC(=O)Nc2c(C)cccc2C)nnc1-c1ccncc1,0.9%,-1.5%,5%,9%,-7%,8%,3%,2.0%,4%,
O=C(NCC1CCCO1)C1CC(=O)N(c2ccc(F)c(Cl)c2)C1 (configuration not stated),-1.1%,3.1%,5%,7%,-5%,8%,-3%,0.6%,0%,
O=c1[nH]cc(NCCNc2ncc(C(F)(F)F)cc2Cl)c(=O)[nH]1,0.1%,-1.0%,-1%,-5%,-6%,-18%,12%,12%,6%,
NNC(=O)Cn1nc2n(c1=O)-c1ccccc1SC2,-0.2%,-1.6%,0%,9%,2%,-2%,4%,3.1%,8%,
COc1ccccc1-c1cc2nc(C)c(CCC(=O)NC(C)CCc3ccco3)c(C)n2n1 (configuration not stated),-1.2%,1.5%,9%,2%,2%,-11%,-9%,3.7%,2%,
CCOc1nc(C)cc(COC)c1C(N)=O,0.4%,-0.8%,-3%,-3%,2%,-10%,0%,1.5%,9%,
CCCC(C)NC(=O)COc1ccc(S(=O)(=O)c2ccc(OCC(=O)NC(C)CCC)cc2)cc1 (configuration not stated),5.8%,-0.9%,-15%,7%,-11%,-10%,-12%,1.0%,14%,
Cc1nnc(NC(=O)c2ccc(S(=O)(=O)N3CCc4ccccc4C3)cc2)o1,0.1%,9.8%,-6%,7%,-2%,3%,3%,-1.8%,-1%,
CCC(=O)Nc1ccc(Nc2ccccc2)cc1,0.1%,2.4%,4%,54µM*,7%,0%,3%,1.4%,33%,
CN(C)c1cccc(C(=O)N(Cc2ccccc2)Cc2ccccc2)c1,-0.1%,-3.3%,6%,8%,2%,2%,0%,9.9%,3%,
COc1ccc(C(=O)Nc2cc(C)on2)cc1OC,0.2%,0.8%,4%,19%,-6%,10%,-1%,4.0%,5%,Dengue-2 NS5 capping pilot replicate=3.3
Cc1cc(C)n(-c2n[nH]c(C)c2[N+](=O)[O-])n1,0.4%,2.3%,2%,3%,-9%,13%,-15%,0.4%,-1%,
COc1ccc(N(C(=O)c2cccnc2)S(=O)(=O)c2ccc(F)cc2)cc1,5.1%,-1.2%,3%,-2%,/,20%,-3%,-1.7%,/,
CC(C)CCSc1nc(N)c(C#N)cc1C#N,0.0%,2.1%,-1%,-1%,-3%,14%,-6%,-0.9%,6%,
CC(C)c1ccc(Nc2nc(Cl)nc(Cl)n2)cc1,-0.1%,1.6%,1%,-5%,-4%,-6%,-4%,3.7%,12%,
COC(=O)C(CC(C)C)NC(=O)c1ccc(F)cc1 (configuration not stated),0.4%[50 µM],1.5%,7%,20%,-4%,17%,-1%,1.2%,3%,
Cc1nnc(-c2ccccc2)[nH]c1=O,1.7%,0.9%,0%,3%,0%,12%,-6%,-2.0%,7%,
CC(=O)N/C(=N/c1nc(C)cc(C)n1)Nc1cccc(C)c1,-0.3%[50 µM],2.7%,-6%,8%,-1%,-6%,0%,2.7%,10%,
O=C1N/C(=C/c2cccs2)C(=O)N1Cc1ccccc1F,0.0%,-0.7%,10%,7%,-6%,-12%,-4%,1.7%,7%,
CC(C)N(C(=O)CN(C#N)c1nc(N(C)C)nc(N(C)C)n1)c1ccccc1,0.3%,2.3%,-1%,-4%,-4%,-18%,-3%,-0.3%,-4%,
COc1ccc(-n2ncc3c(N4CCN(c5cc(C)ccc5C)CC4)ncnc32)cc1,-0.3%,0.2%,5%,4%,8%,-8%,-1%,1.3%,10%,
O=C(OCc1c(-c2ccccc2)ncc2ccccc12)N1CCOCC1,-0.2%,/,/,2%,/,/,2%,1.0%,/,
C=CCn1c(N)c(C(=O)Nc2cccc(C)c2)c2nc3ccccc3nc21,0.0%,-1.3%,10%,3%,-4%,2%,6%,44%,-22%,
COC(=O)c1nccc2c1[nH]c1ccccc12,3.7%,/,/,2%,9%,/,-1%,/,3%,
Cc1cnc(NC(=O)C(C)N2C(=O)C3CC=CCC3C2=O)s1 (configuration not stated),0.7%,2.5%,8%,6%,-12%,4%,1%,0.4%,-3%,
Cc1occc1C(=O)N/N=C/C(Br)=C/c1ccccc1,-0.4%,-1.8%,1%,5%,-1%,-2%,/,24%,28%,
CCCC(=O)Nc1ccc2c(c1)nc(CN1CCCC1)n2C,0.2%,-0.4%,4%,12%,1%,-4%,/,1.5%,11%,
Cc1cc(C(=O)COC(=O)COc2ccccc2C#N)c(C)n1CC1CCCO1 (configuration not stated),0.5%[50 µM],/,/,5%,/,/,-4%,1.2%,/,
O=C1c2ccccc2C2=Nc3ccccc3SC(c3ccccc3F)C12 (configuration not stated),3.1%,-1.8%,11%,1%,-3%,20%,5%,16%,4%,
CC(c1ccccc1)N1C(=O)NC(NC(=O)c2cccnc2)(C(F)(F)F)C1=O (configuration not stated),0.4%,-1.2%,13%,8%,2%,2%,1%,2.1%,6%,
CCn1nnc(NC(=O)c2ccc(-c3ccccc3[N+](=O)[O-])o2)n1,1.4%,-3.3%,7%,7%,-6%,12%,-5%,2.1%,5%,
CN1CCN(c2ccc(NC(=O)c3ccc(Oc4ccccc4)cc3)cc2)CC1,0.4%,-1.1%,3%,7%,-1%,-2%,-2%,1.4%,10%,
CCOC(=O)C1=C(c2ccccc2)Nc2c(c(=O)n(C)c(=O)n2C)C1c1ccc(O)c(OC)c1 (configuration not stated),0.0%,-1.9%,8%,9%,-6%,-10%,1%,-0.7%,20%,Dengue-2 NS5 capping pilot replicate=-0.6
Cc1ccc(NC(=S)Nc2ncccc2C)c(C)c1,4.9%,-2.7%,7%,12%,21%,26%,-3%,0.8%,1%,

# The closing 3 compounds of the part before open the next one.
SMILES,K1F lysis inhibition,HIV peptide binding,GPR55 antagonists,Rac1 GTP hydrolysis,Salmonella PhoP GFP,GPR35 arrestin U2OS,Dengue-2 NS5 capping,RSV CPE inhibition,SV40 large T antigen,others
CN1CCN(c2ccc(NC(=O)c3ccc(Oc4ccccc4)cc3)cc2)CC1,0.4%,-1.1%,3%,7%,-1%,-2%,-2%,1.4%,10%,
CCOC(=O)C1=C(c2ccccc2)Nc2c(c(=O)n(C)c(=O)n2C)C1c1ccc(O)c(OC)c1 (configuration not stated),0.0%,-1.9%,8%,9%,-6%,-10%,1%,-0.7%,20%,Dengue-2 NS5 capping pilot replicate=-0.6
Cc1ccc(NC(=S)Nc2ncccc2C)c(C)c1,4.9%,-2.7%,7%,12%,21%,26%,-3%,0.8%,1%,
CC1CN(C)C(C)C/C1=N/Oc1ccccc1[N+](=O)[O-] (configuration not stated),0.1%,-2.6%,1%,20%,/,5%,-5%,-0.5%,/,
Cc1c(C2Nc3ccccc3C(=O)N2O)cnn1C (configuration not stated),1.2%,-2.4%,4%,7%,-3%,-7%,0%,2.2%,5%,
Cc1cccc(/C(N)=N/OC(=O)c2ccc(Cl)cc2Cl)c1,1.4%,2.9%,20%,4%,-23%,19%,-9%,3.0%,10%,
COc1ccccc1N1CCN(C2CCCN(C(=O)c3snnc3C)C2)CC1 (configuration not stated),0.2%,-1.0%,14%,12%,6%,-1%,-3%,0.4%,4%,
COc1cc(NC(=O)C2CCC(CNS(=O)(=O)c3csc(C(N)=O)c3)CC2)cc(OC)c1 (configuration not stated),0.1%,-0.7%,7%,13%,-10%,-6%,-4%,1.5%,7%,
Cc1cc(C)c2c(CC(=O)NCCc3ccccc3)coc2c1,0.0%,-1.8%,-6%,13%,-6%,7%,-6%,0.5%,10%,
Cc1ccc(S(=O)(=O)Oc2ccccc2/C=N/NC(N)=S)cc1,0.4%,1.0%,5%,10%,0%,0%,-1%,-2.4%,24%,
CC1CCCN(CCCOc2ccc(Br)cc2Cl)C1 (configuration not stated),0.9%,0.7%,25%,20%,17%,0%,-6%,-2.2%,20%,
CC(C)CSc1nc2ccccc2c(=O)[nH]1,0.0%,-2.0%,-1%,13%,-3%,-4%,1%,5.6%,0%,
O=c1c2ccccc2nc(-c2ccc(F)cc2)n1NCc1ccccc1O,0.1%,1.7%,8%,9%,-2%,-15%,-11%,1.4%,4%,
COC(=O)c1cc2ccccc2n1S(=O)(=O)c1ccccc1,0.3%,0.7%,12%,10%,1%,-1%,-5%,1.0%,7%,
Cc1cc(C)c2nc(C)cc(Nc3ccc(C(=O)N(C)C)cc3)c2c1,/,0.4%,-16%,/,-11%,7%,/,3.5%,10%,
O=C1Nc2ccccc2CCc2ccccc21,0.9%[50 µM],/,/,7%,/,/,-2%,1.8%,/,
Cc1ccccc1-n1c(C)nnc1SCc1cc(=O)oc2ccc3ccccc3c12,-0.8%,4.1%,8%,-2%,4%,-2%,8%,>50µM*,15%,
